Screening data (PubChem BioAssay)
hERG WT inh = blocks the wildtype human KCNH2 potassium channel. Q12809. activity change, % at 1.84 µM. actives 0.37% (n = 340,000). U2OS, BacMam KCNH2, thallium flux FluxOr; active compounds read low;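 active = maximum activity change below -70%; inconclusive = maximum activity change between -70% and -50%; inactive = maximum activity change above -50%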; note: % is set by controls: 0 for no effect and ±100 for the full control effect
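U2OS cells transduced with wild-type KCNH2 virus are loaded with FluxOr dye for 45 min, and thallium flux is measured in kinetic reads before and after stimulation buffer. Rate constants are normalized to DMSO controls.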
USP2a block = inhibitors of human ubiquitin-specific protease USP2a | Potency, µM (top dose mostly 38.3 µM), for the others: at the highest dose activity change, negative = inhibition, hits mostly inhibitors | AID 463254 | actives 0.01% (n = 330,000) | O75604 | USP2 core, Ub-CHOP2 coupled fluorogenic reporter, 485/531;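 note: potency is the fitted concentration of half-maximal effect; plate controls were DMSO wells for no effect and full inhibition by NEM control for full effect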
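Cell-free coupled assay: 10nM USP2 core preincubated 30min RT with compound in Tris-HCl pH 8.0/CaCl2/CHAPS buffer, then 25nM Ub-CHOP2 and 25nM reporter substrate; fluorescence (Ex 485/Em 531) read after 60min RT, normalized to NEM inhibition, concentration-response curves fitted.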
PKM2 activator = PKM2 (human) enzyme activation; Potency, µM (series often up to 57.5 µM), for inactives: at the highest dose activation, most hits filed as activators; AID 1631; P14618; purified PKM2, Kinase-Glo ATP luminescence, activation; response scale: 0% is enzyme alone, no compound; actives 0.34% (n = 260,000); note: potency is the fitted concentration of half-maximal effect; % is set by controls: 0 for no effect and ±100 for the full control effect; nearly all actives have a fitted effect of over 55% in size
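Purified hPK-M2 (>95% pure) converted ADP (0.1 mM final) to ATP with 0.5 mM PEP in 50 mM imidazole pH7.2, KCl, MgCl2, Tween 20, BSA; 1 h at room temperature. ATP detected by Kinase-Glo luminescence.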
TSHR antagonist = blocks TSH signaling through the human TSH receptor; P16473; TSHR-expressing cells, TSH-stimulated cAMP HTRF, 2 h; active compounds read low; activity change, negative = inhibition, % at 11.5 µM; actives 0.2% (n = 330,000);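 active = activity change below a set negative limit, meaning inhibition stronger than a set level, cut at about -70% in these data; inconclusive = activity change between two set negative limits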; note: % is set by controls: 0 for no effect and ±100 for the full control effect
Target sequence (P16473 whole entry, looked up): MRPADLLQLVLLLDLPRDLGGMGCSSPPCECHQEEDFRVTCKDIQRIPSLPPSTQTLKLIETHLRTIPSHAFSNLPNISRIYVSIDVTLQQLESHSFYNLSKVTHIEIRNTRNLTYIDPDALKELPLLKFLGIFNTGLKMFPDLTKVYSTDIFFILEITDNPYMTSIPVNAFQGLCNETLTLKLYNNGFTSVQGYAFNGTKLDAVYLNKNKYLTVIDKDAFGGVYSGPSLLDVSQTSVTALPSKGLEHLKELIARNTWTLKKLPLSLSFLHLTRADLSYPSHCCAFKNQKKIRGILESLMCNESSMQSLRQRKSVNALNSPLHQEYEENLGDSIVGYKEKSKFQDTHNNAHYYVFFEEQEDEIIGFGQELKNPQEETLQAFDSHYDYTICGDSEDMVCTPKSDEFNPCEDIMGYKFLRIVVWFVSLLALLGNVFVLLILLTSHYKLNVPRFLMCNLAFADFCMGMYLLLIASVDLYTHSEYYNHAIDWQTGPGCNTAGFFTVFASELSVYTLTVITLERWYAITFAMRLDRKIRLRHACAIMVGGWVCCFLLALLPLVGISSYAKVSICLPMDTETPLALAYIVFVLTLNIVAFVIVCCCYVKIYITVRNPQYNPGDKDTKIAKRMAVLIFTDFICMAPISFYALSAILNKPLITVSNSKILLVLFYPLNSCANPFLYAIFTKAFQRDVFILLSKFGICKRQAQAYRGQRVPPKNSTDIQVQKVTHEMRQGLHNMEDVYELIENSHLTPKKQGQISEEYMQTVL
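Competitive HTRF cAMP read-out (cryptate anti-cAMP antibody, cAMP-d2; 30 min, room temperature) in freshly harvested TSHR cells. Compounds added before TSH at EC80 (4nM final), followed by 2 hours' incubation at 37 deg C.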
Menin MLL FP TR = inhibitors of human menin-MLL interaction, mutant MLL peptide | O00255 | Menin + Texas Red MLL mutant peptide, fluorescence polarization | Potency, µM (highest dose often 61.6 µM), without a hit: top-dose FP activity change, negative = inhibition, most hits filed as inhibitors | actives 0.23% (n = 270,000) | AID 1768; active = well fitted inhibition curve with a large enough effect in the polarisation, with a control signal flat, not every such curve was filed as active; inconclusive = small, poorly fitted or top-dose-only effect, or effect the other way, or a change in a side signal; inactive = no such curve, though single readings can be large or run the other way; the % refers to the polarisation; note: potency is the fitted concentration of half-maximal effect; % of control where 0% means no effect; many of its hits are not listed in these tables
GALK inh = inhibitors of human galactokinase. Purified GALK, Kinase-Glo residual ATP luminescence. Potency, µM (series often up to 57.5 µM), for the others: top-dose activity change, negative = inhibition, usual class: inhibitors. actives 0.007% (n = 270,000). AID 1868; note: potency is the fitted concentration of half-maximal effect; % is set by controls: 0 for no effect and ±100 for the full control effect
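GALK at 5 nM final was combined with compound, 35 uM ATP and 100 uM galactose in HEPES pH8.0 with MgCl2 and DTT. The reaction ran one hour at room temperature before luminescent ATP detection.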
Eya2 inh = blocks the phosphatase activity of human Eya2; O00167; recombinant Eya2, OMFP fluorescence dephosphorylation (OMFP is methylfluorescein phosphate); Potency, µM (titrated, usually from 76.9 µM), inactives show at the top dose activity, negative = inhibition, hits mostly inhibitors; actives 0.006% (n = 330,000); note: potency is the fitted concentration of half-maximal effect; % is set by controls: 0 for no effect and ±100 for the full control effect
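Eya2 protein (added as 0.2 uM solution) was preincubated with compound for 10 min at ambient temperature in 50 mM HEPES pH 7.5, 50 mM NaCl, 5 uM MgCl2, 0.05% BSA, 1 mM DTT. OMFP (added at 50 uM) then reacted 10 min; fluorescence read at 485/525 nm.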
BCR signal inh = blocks chronic active B-cell receptor signaling; ABC-DLBCL IkBa-CBG/CBR reporter, luminescence ratio, 4 h; Potency, µM (titrated, usually from 46.1 µM), for the others: top-dose ratio change, negative = lower green/red ratio, hits mostly inhibitors; actives 0.05% (n = 340,000); active = well fitted inhibition curve with a large enough effect in the signal ratio, with a control signal flat, not every such curve was filed as active; inconclusive = small, poorly fitted or top-dose-only effect, or effect the other way, or a change in a side signal; the % refers to the signal ratio;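 note: potency is the fitted concentration of half-maximal effect; plate controls were basal doxycycline-induced cells for no effect and cells given 10 µM MG132 for full effect; MG132 reads +100%, hits lower the ratio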
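Compounds up to 46 uM were incubated four hours with TMD8 cells whose green CBG68 luciferase is fused to IkappaBalpha; red CBR luminescence normalised the signal, and concentration-effect curves were fitted to fusion, red and ratio data.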
Mito fusion yeast = inhibitors of mitochondrial division or activators of mitochondrial fusion; S. cerevisiae fusion-defective mutant growth rescue, CellTiterGlo 48 h; Potency, µM (doses to about 46.1 µM), inactives show at the highest dose growth rescue (activation), most hits filed as activators; actives 0.23% (n = 320,000);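 note: potency is the fitted concentration of half-maximal effect; % of control where 0% means no effect; nearly all actives have a fitted effect of over 45% in size; temperature-sensitive fusion mutants such as fzo1-1 at 37 °C on non-fermentable ethanol glycerol medium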
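Luminescent cell viability in 1536-well qHTS format served as the measure of rescued growth in ts fusion-mutant S. cerevisiae cultured on non-fermentable YPEG for 48 hours at 37C.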
MBNL1-CUG inh = blocks human MBNL1 binding to CUG repeat RNA. TR-FRET MBNL1-His/biotin-(CUG)12 binding, 665/545 ratio. AID 2675. Q9NR56. actives 0.036% (n = 280,000). Potency, µM (titrated, usually from 57.5 µM), for inactives: top-dose activity change, negative = inhibition, actives largely listed as inhibitors; active = well fitted inhibition curve with a large enough effect in the signal ratio, with a control signal flat, not every such curve was filed as active; inconclusive = small, poorly fitted or top-dose-only effect, or effect the other way, or a change in a side signal; inactive = no such curve, though single readings can be large or run the other way; the % refers to the signal ratio; note: potency is the fitted concentration of half-maximal effect; % is set by controls: 0 for no effect and ±100 for the full control effect
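TR-FRET readout: Ex 340 nm, 665/545 nm emission ratio, normalized to buffer-only (basal) and MBNL1-(CUG)12 controls. Complex of MBNL1-His with Biotin-(CUG)12, compounds 92 nM–58 uM, incubated 60 min at room temperature.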
ASM inhibitor = human S-ASM enzyme inhibition; P17405; placental ASM, HMU-PC fluorogenic substrate, 60 min; Potency, µM (titrated, usually from 57.5 µM), for inactives: top-dose activity change, negative = inhibition, usual class: inhibitors; actives 0.006% (n = 340,000); note: potency is the fitted concentration of half-maximal effect
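Human placenta-derived ASM preincubated with compound 10 min at room temperature, then reacted with 9 uM (final) fluorogenic HMU-PC substrate for 60 min at 37 C. Stop solution raises pH to 10; fluorescence read at Ex 386/Em 447 nm.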
Starred values were filed as active, the others as inactive; [ ] = another dose, or the depositor's remark. Unless noted, calls come from the whole dose curve; as a rule, active = well fitted curve in the direction sought with a large enough effect; inconclusive = small, poorly fitted or top-dose-only effect, or another doubt; inactive = no such curve, though single readings can be large; an effect the other way counts as inactive or inconclusive.

`O=C(OCC(=O)N1CCCC1)c1ccc(Cl)nc1` gave hERG WT inh -13, USP2a block 6%, TSHR antagonist -2, Eya2 inh 10%, BCR signal inh 11%, Mito fusion yeast -1% and ASM inhibitor -3%.
COC(=O)c1cc(NC(=O)c2cccc(C(F)(F)F)c2)c(=O)oc1C/C=N/OCc1cccc(Cl)c1Cl was read as hERG WT inh -1, USP2a block -12%, PKM2 activator 0%, TSHR antagonist 10, Menin MLL FP TR inconclusive, GALK inh 4%, Eya2 inh 11%, BCR signal inh 15%, Mito fusion yeast 0%, MBNL1-CUG inh -5% and ASM inhibitor -1%.
Screening O=C(N/N=C/c1ccc([N+](=O)[O-])cc1)c1[nH]ncc1Br returned hERG WT inh 4, USP2a block 2%, PKM2 activator -17%, TSHR antagonist 15, Menin MLL FP TR 23%, GALK inh 5%, Eya2 inh 10%, BCR signal inh inconclusive, Mito fusion yeast -11%, MBNL1-CUG inh inconclusive and ASM inhibitor -1%.
CSc1nsc(SCC(=O)Nc2cccc(C(=O)O)c2)n1 was read as hERG WT inh 16, USP2a block 1%, PKM2 activator 9%, TSHR antagonist -9, Menin MLL FP TR -1%, GALK inh 8%, Eya2 inh 7%, BCR signal inh inconclusive, Mito fusion yeast 3%, MBNL1-CUG inh -7% and ASM inhibitor 2%.
For COc1ccc(/C=C/c2ccncc2)cc1 the results were hERG WT inh -4, USP2a block 0%, PKM2 activator -3%, TSHR antagonist 3, Menin MLL FP TR 4%, GALK inh 1%, Eya2 inh -9%, BCR signal inh inconclusive, Mito fusion yeast -12%, MBNL1-CUG inh inconclusive and ASM inhibitor 3%.
`CC(=O)C1=C(c2ccccc2)NC(=O)NC1c1ccccc1OCC(=O)Nc1ccccc1` (stereo not drawn) gave hERG WT inh -4, USP2a block 2%, PKM2 activator 5%, TSHR antagonist -32, Menin MLL FP TR 8%, GALK inh 3%, Eya2 inh 25%, BCR signal inh 1%, Mito fusion yeast -1%, MBNL1-CUG inh -4% and ASM inhibitor -7%.
`O=C(/C=C\c1ccco1)c1ccc(NC(=O)c2ccco2)cc1` gave hERG WT inh -1, USP2a block inconclusive, PKM2 activator inconclusive, TSHR antagonist 15, Menin MLL FP TR inconclusive, GALK inh 1%, Eya2 inh -21%, BCR signal inh 8%, Mito fusion yeast 9%, MBNL1-CUG inh 6% and ASM inhibitor 4%.
Screening COC(=O)c1sccc1NC(=O)c1c(C)c(-c2cccc(Cl)c2)nc2ccccc12 returned hERG WT inh -5, USP2a block 0%, PKM2 activator -1%, TSHR antagonist 0, Menin MLL FP TR 0%, GALK inh -2%, Eya2 inh -18%, BCR signal inh -12%, Mito fusion yeast inconclusive, MBNL1-CUG inh -7% and ASM inhibitor -1%.
`C[C@H]1CN([C@@H](C)CO)C(=O)c2cccc(NC(=O)C3CC3)c2O[C@H]1CN(C)CC1CCCCC1` gave hERG WT inh -8, USP2a block 6%, TSHR antagonist -5, Eya2 inh -4%, BCR signal inh 1% and ASM inhibitor 1%.
Screening Cc1nn(-c2ccc(Cl)cc2)c2sc(C(=O)N3CCN(c4ccccn4)CC3)cc12 returned hERG WT inh -13, USP2a block -3%, PKM2 activator 0%, TSHR antagonist 2, Menin MLL FP TR 0%, GALK inh 1%, Eya2 inh -28%, BCR signal inh 10%, Mito fusion yeast -2%, MBNL1-CUG inh 2% and ASM inhibitor -5%.
O=S(=O)(Nc1nc2ccccc2nc1N1CCc2ccccc2C1)c1ccc(Br)cc1 was read as hERG WT inh 0, USP2a block 1%, PKM2 activator -49%, TSHR antagonist -13, Menin MLL FP TR -10%, GALK inh 0%, Eya2 inh -4%, BCR signal inh inconclusive, Mito fusion yeast 10% and ASM inhibitor 84%[activator].
For Cc1ccsc1C1Nc2ccc3ncccc3c2C2=C1C(=O)CC(C)(C)C2 (stereo not drawn) the results were hERG WT inh 34, USP2a block -4%, PKM2 activator 1%, TSHR antagonist -18, Menin MLL FP TR 27%, GALK inh 2%, Eya2 inh 6%, BCR signal inh inconclusive, Mito fusion yeast -4%, MBNL1-CUG inh 30%[activator] and ASM inhibitor 146%[activator].
COc1cc2c(cc1OC)-c1cc(Nc3cccc(F)c3)nc(=O)n1CC2 was read as hERG WT inh 7, USP2a block -2%, TSHR antagonist 35, Menin MLL FP TR -26%, GALK inh 2%, Eya2 inh 10%, BCR signal inh inconclusive, Mito fusion yeast -12%, MBNL1-CUG inh -7% and ASM inhibitor 11%.
Cn1cc([N+](=O)[O-])c(C(=O)N/N=C\c2c[nH]c3ccccc23)n1 was read as hERG WT inh 2, USP2a block 4%, PKM2 activator -31%, TSHR antagonist -11, Menin MLL FP TR -27%, GALK inh 11%, Eya2 inh 0%, BCR signal inh inconclusive, Mito fusion yeast 1%, MBNL1-CUG inh inconclusive and ASM inhibitor -4%.
`Cc1nc(CS(=O)(=O)c2ccc(Cl)cc2)cc(Sc2ccccc2Cl)n1` gave hERG WT inh -3, USP2a block 4%, PKM2 activator 3%, TSHR antagonist -3, Menin MLL FP TR 1%, GALK inh 0%, Eya2 inh -24%, BCR signal inh 1%, Mito fusion yeast inconclusive, MBNL1-CUG inh -4% and ASM inhibitor -4%.
COc1cnn(-c2ccccc2)c(=O)c1OC was read as hERG WT inh 1, USP2a block 3%, PKM2 activator 1%, TSHR antagonist -2, GALK inh -2%, Eya2 inh -1%, BCR signal inh inconclusive, Mito fusion yeast -1%, MBNL1-CUG inh -5% and ASM inhibitor 2%.
Cc1cc(S(=O)(=O)N2CCCOC2CNC(=O)C(=O)NCc2cccs2)ccc1F (stereo not drawn) was read as hERG WT inh 14, USP2a block -1%, PKM2 activator -4%, TSHR antagonist 0, GALK inh 6%, Eya2 inh -21%, BCR signal inh -3%, Mito fusion yeast 2%, MBNL1-CUG inh -9% and ASM inhibitor 0%.
For CN1C(=O)c2cccc3c(S(N)(=O)=O)ccc1c23 the results were hERG WT inh 13, USP2a block 2%, PKM2 activator 17%, TSHR antagonist 1, Menin MLL FP TR 11%, GALK inh 2%, Eya2 inh 8%, BCR signal inh -4%, Mito fusion yeast 2%, MBNL1-CUG inh inconclusive and ASM inhibitor 83%[activator].
For CCn1ncc([N+](=O)[O-])c1C(=O)Nc1ccc(C(=O)N2CCCCC2)cc1 the results were hERG WT inh -1, USP2a block 3%, PKM2 activator -1%, TSHR antagonist 4, Menin MLL FP TR -8%, Eya2 inh -6%, BCR signal inh -6%, Mito fusion yeast 9%, MBNL1-CUG inh 10%[11.5 µM] and ASM inhibitor 1%.
`CN(C)c1ccc(S(=O)(=O)NCC(=O)OCC(=O)c2ccc[nH]2)cc1[N+](=O)[O-]` gave hERG WT inh -11, USP2a block 1%, TSHR antagonist -25, Eya2 inh -9%, BCR signal inh 1%, Mito fusion yeast 6% and ASM inhibitor -4%.
COc1ccccc1NC(=O)CCc1nnc2ccc(NCc3ccco3)nn12 was read as hERG WT inh -2, USP2a block -1%, TSHR antagonist -7, GALK inh -5%, Eya2 inh 2%, BCR signal inh 0%, Mito fusion yeast -1%, MBNL1-CUG inh 1% and ASM inhibitor -2%.
COc1ccc(CCN2CC(C(=O)OCC(=O)NC(C)c3cccc(Cl)c3)CC2=O)cc1OC (stereo not drawn) was read as hERG WT inh -20, USP2a block 5%, TSHR antagonist -16, Eya2 inh 6%, BCR signal inh 0%, Mito fusion yeast -3% and ASM inhibitor 3%.

The list is partial; the hit share may differ from the screen's.
